Screens deposited in PubChem BioAssay by several laboratories.
IDE inh = cellular human IDE inhibition; P14735; HEK cells, FAbetaB cleavage, fluorescence polarization; inhibition, % at 5.59 µM; 0.41% of 320,000 active;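 active means percent inhibition above the average of all tested compounds plus 3 SD, set per screening campaign, cut at about 16% in these data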;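 further: IDE supplied by intact live HEK cells; FP after avidin binding of uncleaved biotin substrate so inhibition keeps polarization high; 0% = DMSO wells and 100% = 60 µM reference IDE inhibitor Ii1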
MEKK2 WT-MEK5 = raises or lowers MEK5 binding to wildtype human MEKK2 PB1 domain; AID 1531; binding response (% of control), % at 10 µM; Q9Y2U5; bead flow cytometry, Alexa488-MEK5 binding to MEKK2 WT; actives lie on both sides; 1.1% of 290,000 active; in the data active means binding response below about 67% or above about 130%
p-CIP stab down = lowers stability of the mouse p/CIP coactivator protein; decrease of EGFP signal, % at 10 µM; Q05BA5; F442A p/CIP-EGFP cells, EGFP fluorescence, 16 h; 0.01% of 290,000 active;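 active means EGFP signal decrease of at least 30% at 10 µM or well 3 SD below plate mean, unless failing retest; inactive means the rest, including hits failing retest or dose response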; further: some compounds called inactive have numbers as strong as hits; many of its hits are not listed in these tables
Target sequence (Q05BA5 1-1403): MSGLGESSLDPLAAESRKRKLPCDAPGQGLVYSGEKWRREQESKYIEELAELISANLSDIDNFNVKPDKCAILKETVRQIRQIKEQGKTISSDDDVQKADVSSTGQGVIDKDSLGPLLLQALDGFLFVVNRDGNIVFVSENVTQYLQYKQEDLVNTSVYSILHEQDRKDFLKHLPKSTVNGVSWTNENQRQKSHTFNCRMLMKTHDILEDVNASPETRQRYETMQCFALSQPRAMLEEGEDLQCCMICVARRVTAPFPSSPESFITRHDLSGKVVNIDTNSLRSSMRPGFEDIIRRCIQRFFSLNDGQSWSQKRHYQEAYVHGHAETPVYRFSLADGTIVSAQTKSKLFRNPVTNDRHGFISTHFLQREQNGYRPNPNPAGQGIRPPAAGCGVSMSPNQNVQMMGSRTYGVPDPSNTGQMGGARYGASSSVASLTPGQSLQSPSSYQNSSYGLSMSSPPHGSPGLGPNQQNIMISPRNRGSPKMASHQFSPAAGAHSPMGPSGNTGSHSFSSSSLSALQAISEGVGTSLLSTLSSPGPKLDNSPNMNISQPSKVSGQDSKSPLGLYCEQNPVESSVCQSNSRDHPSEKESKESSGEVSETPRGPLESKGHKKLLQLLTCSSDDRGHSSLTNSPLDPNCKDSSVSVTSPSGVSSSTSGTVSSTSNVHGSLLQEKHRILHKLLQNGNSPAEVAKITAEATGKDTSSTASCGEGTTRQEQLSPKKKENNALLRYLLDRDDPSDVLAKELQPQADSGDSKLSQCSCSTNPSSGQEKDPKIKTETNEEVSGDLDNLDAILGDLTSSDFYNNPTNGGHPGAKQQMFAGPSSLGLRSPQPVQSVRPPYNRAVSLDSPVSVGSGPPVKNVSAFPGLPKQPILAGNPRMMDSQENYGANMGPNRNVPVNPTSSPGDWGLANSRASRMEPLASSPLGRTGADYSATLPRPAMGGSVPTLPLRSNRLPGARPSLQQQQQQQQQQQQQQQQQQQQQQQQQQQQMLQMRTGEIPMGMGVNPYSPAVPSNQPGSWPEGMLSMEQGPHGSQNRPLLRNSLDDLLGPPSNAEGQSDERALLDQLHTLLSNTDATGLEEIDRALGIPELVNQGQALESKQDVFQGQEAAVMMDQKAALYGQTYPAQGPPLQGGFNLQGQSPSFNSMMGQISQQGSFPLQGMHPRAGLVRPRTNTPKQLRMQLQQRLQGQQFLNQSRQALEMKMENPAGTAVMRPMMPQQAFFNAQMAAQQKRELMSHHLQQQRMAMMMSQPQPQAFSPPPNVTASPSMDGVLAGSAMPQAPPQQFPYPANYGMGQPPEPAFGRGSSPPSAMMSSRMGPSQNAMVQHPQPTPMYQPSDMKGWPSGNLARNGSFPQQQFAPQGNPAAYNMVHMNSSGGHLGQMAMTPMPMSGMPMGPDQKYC
MEKK3 PB1 HTS = MEKK3-MEK5 PB1 interaction, increase or decrease; 1.4% of 290,000 active; bead-based flow cytometry, Alexa488-MEK5 binding to MEKK3; actives lie on both sides; 0 = blocked by unlabeled MEK5, 100 = vehicle; Q99759; binding response (% of control), % at 10 µM;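 active means binding response more than 3 SD above or below the average of its plate-row segment, actives on both sides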;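 further: Alexa488 bead fluorescence after subtracting the streptavidin-only scavenger bead signal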
SUMO HTRF inh = SUMOylation inhibition. inhibition, % at 35 µM. P63279. 0.36% of 290,000 active. HTRF SUMOylation assay, SAE1/SAE2 + UBC9, in vitro; in the data active means inhibition above about 50%, passing the limit was not always enough; further: strong numbers were not always called active
NALP1 inh = blocks the NALP1 inflammasome reconstituted in yeast; AID 2071; inhibition, % at 10 µM; 0.61% of 280,000 active; S. cerevisiae NALP1/ASC/caspase-1 growth, X-gal OD620, 72 h; in the data active means inhibition mostly above about 24%, no sharp cut-off; inactive means mostly below about 32%; further: some compounds called inactive have numbers as strong as hits
IDE cell activ = IDE (human) activation, cell-based. AID 493087. P14735. activation, % at 5.96 µM. 0.073% of 340,000 active. HEK cells, FAbeta-B cleavage, fluorescence polarization; 0% vehicle, 100% cell-free pure enzyme wells;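 active means activation above the mean of all tested compounds plus 3 SD, set per screening campaign, cut at about 17% in these data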
PfM18AAP inh = blocks P. falciparum M18 aspartyl aminopeptidase. 1.2% of 290,000 active. inhibition, % at 7.35 µM. recombinant PfM18AAP, H-Glu-NHMec fluorogenic cleavage;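 active means inhibition above the campaign mean inhibition over all tested compounds plus 3 SD, cut at about 28% in these data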;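 further: 0% = plate median of test compound wells and 100% = 2 mM ZnCl2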
MEKK2 mut-MEK5 = signal of MEK5 binding to mutant human MEKK2 PB1 domain. AID 1530. 0.35% of 290,000 active. bead flow cytometry, Alexa488-MEK5 binding to MEKK2 mutant. percent response, % at 10 µM; in the data active means percent response above about 24%, passing the limit was not always enough; further: inactives centre near 1; some results filed as inactive read as strong as hits; reference of the scale not given here
The depositor's hits bear a star; . = not tested or not shown. Not all compounds are listed; rates above refer to the full screens.

SMILES	IDE inh	MEKK2 WT-MEK5	p-CIP stab down	MEKK3 PB1 HTS	SUMO HTRF inh	NALP1 inh	IDE cell activ	PfM18AAP inh	MEKK2 mut-MEK5
Cc1coc2c(C)c3oc(=O)c(CC(=O)N[C@@H](CC(C)C)C(=O)O)c(C)c3cc12	-4.6	97.0	4.6	99.0	12.1	-4.1	3.3	-2.3	-4.0
CCCN1Cc2cccc(C(=O)N3CCN(c4ccc(OC)cc4)CC3)c2C1=O	-0.9	94.0	-4.5	96.0	-6.9	18.6	3.9	8.6	-6.0
COC(=O)C1C(=O)C2=C(CC1C)Nc1ccccc1NC2c1cccs1 (stereo not given)	2.6	103.0	1.4	110.0	-7.1	5.8	-0.5	7.3	-4.0
Cc1ccc(S(=O)(=O)/N=C2/NC(=O)/C(=C/c3ccccc3)S2)cc1	-2.8	105.0	-3.8	110.0	21.8	-10.2	-1.1	-3.6	-1.0
CCOc1ccccc1CNC(=O)CCc1cn(CC)c2ccccc12	-1.7	106.0	-0.9	106.0	-6.0	7.5	5.9	4.0	9.0
CN(C)CC(C)(C)CNCc1cc(=O)oc2ccc3ccccc3c12	6.1	108.0	-1.4	101.0	4.2	10.0	1.7	1.5	5.0
CN(c1ccccc1N(C)S(=O)(=O)c1ccccc1)S(=O)(=O)c1ccccc1	4.5	104.0	.	104.0	.	.	-1.1	-2.9	1.0
COc1ccc(S(=O)(=O)NC2(C(F)(F)F)N=C3SCCN3C2=O)cc1 (stereo not given)	2.8	109.0	-14.6	103.0	1.1	8.8	3.3	-4.3	4.0
N#CC1=C(N)OC2=C(C(=O)CCC2)C1c1ccccc1 (stereo not given)	2.8	108.0	0.6	105.0	20.2	-9.8	-1.0	1.8	5.0
COc1ccc(CCNC(=O)CCC(=O)n2ncc3cc(C)ccc32)cc1OC	2.5	101.0	0.5	98.0	-1.6	24.4	-5.9	-2.6	0.0
Cn1cc(SCC(=O)N2CCN(c3ccccc3)CC2)c2ccccc21	-2.1	.	-9.0	.	7.8	4.7	1.3	2.2	.
O=c1nc2ccccc2c2n1CC(CN1CCN(c3ccc(F)cc3)CC1)N2 (stereo not given)	5.3	103.0	-5.8	98.0	6.5	25.7	4.6	-5.0	3.0
O=C1CN(C(=O)COC(=O)C2CC(=O)N(Cc3ccco3)C2)c2ccccc2N1 (stereo not given)	5.7	92.0	-9.8	95.0	26.3	11.2	-2.3	8.1	-4.0
CS(=O)(=O)N1CCN(CC(=O)NC2CCCCC2)CC1	4.7	93.0	4.9	108.0	-10.6	-14.5	0.1	0.4	-7.0
CNC(=O)C1CC(=O)N(CCc2ccc(OC)c(OC)c2)C(=Nc2ccc(F)cc2)S1 (stereo not given)	4.6	105.0	-6.3	102.0	-2.1	-9.6	3.2	0.2	3.0
Cc1ccc(-c2csc(NC(=O)CN3CCOCC3)n2)cc1	2.0	104.0	15.5	102.0	3.8	12.0	-3.1	-1.9	0.0
Cc1cc(C(=O)CSC(C)c2nc3ccccc3c(=O)[nH]2)c(C)n1C (stereo not given)	-7.6	.	3.6	.	-0.9	-0.5	-0.6	1.7	.
Cc1ccc(CS(=O)(=O)Cc2ccc(C(=O)NCCCN3CCOCC3)o2)cc1	4.7	102.0	-2.2	101.0	23.3	15.3	-5.0	-2.5	3.0
OCCN1CCN(c2nc(-c3ccccc3)c3cc(Cl)ccc3n2)CC1	-1.2	121.0	-16.6	104.0	34.5	12.5	0.7	0.9	9.0
Cc1ccc(Cn2c(C(C)Nc3nc(C)cs3)nc3cc(Cl)c(Cl)cc32)cc1 (stereo not given)	4.9	103.0	.	100.0	.	.	.	.	3.0
O=C(NC1CC1)C1CCCN1C(=O)NC1CCCCC1 (stereo not given)	-0.6	106.0	-10.5	102.0	9.8	11.6	0.2	-9.8	1.0
NC(=O)c1cc(N2C(=O)C3CC=CCC3C2=O)ccc1N1CCCCC1 (stereo not given)	-1.1	100.0	-11.6	101.0	24.2	-8.4	0.7	-0.7	1.0
COC(=O)C1=C(C)NC(=S)NC1c1ccc(OCC(=O)N2CCCCC2)c(OC)c1 (stereo not given)	-2.3	106.0	-7.0	103.0	1.5	4.4	5.3	8.5	5.0
Cc1nn(CC(=O)NCCc2ccc(Cl)cc2Cl)c(C)c1[N+](=O)[O-]	1.8	102.0	0.8	94.0	-5.4	17.5	1.9	0.1	8.0
CCN(CC)S(=O)(=O)c1cccc(N=Nc2c(O)c3ccccc3oc2=O)c1	-4.1	108.0	-5.1	107.0	2.8	-5.7	5.6	-1.8	21.0
CCCCn1c(N)c(N(CC(C)C)C(=O)CCCSc2nncs2)c(=O)[nH]c1=O	-1.2	97.0	-2.8	101.0	4.9	-17.1	1.6	2.0	-4.0
Cc1cc(=O)c2cc(Br)ccc2[nH]1	4.0	96.0	-7.2	100.0	4.6	10.4	-3.0	3.3	0.0
CSc1ccc(CNC(=O)C(C)n2nc(C)c3c(C)n(-c4ccccc4)nc3c2=O)cc1 (stereo not given)	0.8	98.0	2.8	101.0	12.9	-13.2	-1.6	6.3	1.0
CCN(CC)C(=O)C1=C(C)Nc2nnnn2C1c1cccnc1 (stereo not given)	1.4	97.0	0.9	98.0	20.1	7.0	3.0	-0.4	-9.0
Cc1nnc(NCCc2ccccc2)[nH]c1=O	-2.4	75.0	-9.1	73.0	22.1	-6.5	2.0	3.9	-11.0
O=C(NC(=O)N1CCOCC1)c1ccccc1	1.8	102.0	-21.2	103.0	17.3	15.7	2.6	1.4	1.0
O=C(CN1C(=O)C2C3C=CC(C3)C2C1=O)NCc1ccccc1 (stereo not given)	9.4	92.0	-1.8	89.0	-25.9	-10.5	4.3	5.5	-11.0
CCCc1c(O)nc(SCC(=O)NCCc2ccc(OC)c(OC)c2)[nH]c1=O	0.2	111.0	2.3	108.0	-3.4	7.6	2.7	1.6	6.0
CS(=O)(=O)Cc1cccc(C(=O)NN(c2ccccc2)c2ccccc2)c1	-0.7	96.0	15.2	99.0	-4.2	6.9	-4.4	5.2	0.0
CCO[C@H]1OC(C(=O)NCc2nc3ccccc3[nH]2)=C[C@@H](C2CCCCC2)[C@@H]1CCCO	-2.6	102.0	2.5	111.0	-30.6	6.1	-2.2	3.9	6.0
CC(C)(C)NC(=O)C1CCN(S(=O)(=O)c2ccc(Br)cc2)CC1	4.9	104.0	-1.7	100.0	17.7	-2.8	3.2	-1.8	1.0
O=C(Nc1ccc([N+](=O)[O-])cc1)C1(c2ccccc2)CCOCC1	-3.6	101.0	-16.5	103.0	9.9	34.0	-2.1	1.4	-1.0
CCC(=O)NNC(=O)CSc1nnc(-c2ccccc2)c(-c2ccccc2)n1	7.2	109.0	-12.0	110.0	16.7	2.7	0.0	6.5	2.0
CC(C)Cc1nnc(NC(=O)CCC(=O)NCc2ccccc2Cl)s1	1.9	101.0	-4.3	98.0	0.9	15.9	2.2	3.3	3.0
COc1cc(-c2nnc(SCc3ccccc3Cl)o2)cc(OC)c1OC	3.4	.	-8.5	.	-6.8	11.5	-1.1	-4.5	.
O=C(NCCc1ccc(Cl)cc1)c1cc(=O)[nH]c2ccccc12	-3.4	101.0	-4.3	103.0	-16.9	11.5	4.1	0.3	-4.0
CC(=O)N/N=C(\C)c1cccc(NC(=O)c2cccs2)c1	4.0	95.0	-0.8	100.0	-6.8	36.8	2.0	-14.8	-2.0
COc1cccc(NC(=S)N(CCCN2CCCC2)Cc2cccn2Cc2ccc(Cl)cc2)c1	6.2	177.0*	-4.6	113.0	-4.5	8.5	6.4	14.4	55.0*
O=C(CCCNC(=O)c1ccc(Cl)cc1)Nc1ccc(S(=O)(=O)Nc2ncccn2)cc1	4.1	86.0	-6.1	94.0	13.7	17.0	8.1	-11.4	-15.0
CCc1nc2c(c(=O)c3ccccc3n2C)c(=O)n1CCc1ccc(OC)cc1	1.0	103.0	12.0	100.0	8.2	38.6	.	-3.5	0.0
COc1ccc(NC(=O)CCNS(=O)(=O)c2cccc3nonc23)cc1Cl	7.5	110.0	-0.9	102.0	10.0	15.4	1.8	-4.5	2.0
O=C(N/N=C(\CC(=O)c1cccs1)C(F)(F)F)c1ccncc1	5.7	94.0	-26.3	97.0	-1.1	-2.2	.	13.4	-2.0
COC(=O)c1cc(-c2cc(OC)ccc2OC)nc2c1c(=O)n(C)c(=O)n2Cc1ccccc1	-0.9	90.0	-4.5	100.0	31.5	5.9	2.7	-17.6	-6.0

One compound at a time, from the list above. Values in the order: IDE inh | MEKK2 WT-MEK5 | p-CIP stab down | MEKK3 PB1 HTS | SUMO HTRF inh | NALP1 inh | IDE cell activ | PfM18AAP inh | MEKK2 mut-MEK5
CN(c1ccccc1N(C)S(=O)(=O)c1ccccc1)S(=O)(=O)c1ccccc1 as listed: 4.5 | 104.0 | . | 104.0 | . | . | -1.1 | -2.9 | 1.0
O=C(NCCc1ccc(Cl)cc1)c1cc(=O)[nH]c2ccccc12 as listed: -3.4 | 101.0 | -4.3 | 103.0 | -16.9 | 11.5 | 4.1 | 0.3 | -4.0
Cc1nn(CC(=O)NCCc2ccc(Cl)cc2Cl)c(C)c1[N+](=O)[O-] as listed: 1.8 | 102.0 | 0.8 | 94.0 | -5.4 | 17.5 | 1.9 | 0.1 | 8.0
CNC(=O)C1CC(=O)N(CCc2ccc(OC)c(OC)c2)C(=Nc2ccc(F)cc2)S1 (stereo not given) as listed: 4.6 | 105.0 | -6.3 | 102.0 | -2.1 | -9.6 | 3.2 | 0.2 | 3.0

Additional structures follow.
SMILES	IDE inh	MEKK2 WT-MEK5	p-CIP stab down	MEKK3 PB1 HTS	SUMO HTRF inh	NALP1 inh	IDE cell activ	PfM18AAP inh	MEKK2 mut-MEK5
O=C(CC1C(=O)NCCN1CC1CCCCC1)NCc1ccc(F)cc1F (stereo not given)	0.1	116.0	-7.5	99.0	23.2	3.4	-1.5	2.7	8.0
Cc1cccc(OCc2nnc(SCC(=O)Nc3cc(C)on3)n2C)c1	-12.1	109.0	-9.5	105.0	22.4	8.7	-3.8	-1.1	8.0
Clc1cccc(N2CCN(c3ncnc4nc[nH]c34)CC2)c1	-4.6	97.0	-20.0	95.0	6.3	3.0	-2.8	-2.6	-4.0
COc1ccc(C(=O)NCC(=O)N/N=C/C(C)=C/c2ccccc2)cc1OC	5.8	95.0	-8.1	94.0	4.2	38.4	0.2	0.6	-3.0
COc1ccc(S(=O)(=O)NC2CC3CCC2C3)cc1Cl (stereo not given)	3.8	89.0	-15.5	89.0	-15.8	4.5	-4.6	-2.1	-9.0
CC1CCC(C(C)C)C(OP(=O)(c2ccc(N(C)C)cc2)C(O)c2cccnc2)C1 (stereo not given)	-2.6	97.0	-5.7	98.0	1.2	39.8	.	-4.8	-2.0
Cc1nc(-c2ccccc2)sc1-c1ccnn1C	-0.6	93.0	-7.0	97.0	30.9	1.8	-2.6	-7.2	-5.0
COc1cc(C2C(C(=O)c3sc(C)nc3C)=C(O)C(=O)N2CCN(C)C)cc(OC)c1OC (stereo not given)	.	.	-1.2	.	13.2	12.1	2.4	.	.
O=S(=O)(NC1CCCCC1)c1ccc(Cl)s1	-6.4	99.0	-1.1	98.0	0.0	40.8*	6.0	-1.7	2.0
CCOc1ccc(-c2[nH]ncc2Oc2ccccc2OCC)c(O)c1	-12.9	106.0	-2.2	103.0	-6.2	-17.4	0.8	-0.5	0.0
Cn1c(=O)c(C(=O)CCl)c(N)n(CC2CC2)c1=O	-1.8	103.0	-4.0	109.0	6.8	16.8	-4.2	-1.0	2.0
Cc1n[nH]c(=S)n1/N=C/c1ccc(OCc2ccc(Cl)cc2Cl)cc1	2.5	104.0	-7.4	102.0	2.2	8.6	-2.6	6.3	0.0
CN(C)CCCNC(=O)c1cc2sc3ccccc3c2s1	5.2	126.0	-12.7	105.0	14.0	20.0	-1.2	-11.7	10.0
CCOc1ccc(NC(=S)N(CCc2ccncc2)C(C)C)cc1	2.4	101.0	9.9	104.0	-4.4	3.5	-1.3	6.5	3.0
